FAS-TE inh – FAS thioesterase domain inhibitors, primary screen, biochemical, fluorescence intensity, uHTS; inhibition, % at 15 µM; 360,000 compounds, 0.67% hits; Fatty acid synthase (Homo sapiens), P49327; recombinant FAS-TE, OMFH fluorogenic substrate, fluorescence endpoint; AID 602261, 2012;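 active = compounds whose normalised, plate-corrected inhibition of enzyme fluorescence in the single-dose primary screen is 50% or more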;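 note: 0% = DMSO with enzyme and 100% = substrate without enzyme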
NRP1-CendR mod – modulators of CendR peptide binding to NRP-1, primary screen, biochemical, fluorescence polarization, uHTS | Neuropilin-1 (Homo sapiens), O14786 | FAM-RPARPAR peptide binding to NRP-1 | inhibition, % at 25 µM | 360,000 compounds, 0.85% hits | AID 602438, 2012;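 active = inhibition or corrected inhibition above about 18%, plus a signal ratio from 0.5 to 1.5, limit read from the data, passing the limit was not always enough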; note: strong numbers were not always called active
MT1-MMP act inh – blockers of MT1-MMP proenzyme processing, primary screen, HT1080 RFP-PRO-GFP cells, GFP/RFP fluorescence | GFP/RFP ratio fluorescence, overnight; percent of plate control window, DMSO zero | GFP/RFP ratio change, % at 20 µM | 360,000 compounds, 0.061% hits | AID 651647, 2012;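 active = GFP/RFP ratio change of at least 30% with cell ATP level not reduced by more than half and red fluorescence within 50% of control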; note: strong numbers were not always called active
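Material: RFP-PRO-GFP reporter HT1080 cells. Dosing: single-point 20 µM compound, 1% DMSO. Controls: DMSO and RFP-L50D-GFP cell wells. Timing: cells overnight before dosing, compound overnight, 37 °C, 5% CO2. Measure: GFP/RFP fluorescence ratio.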
Neddylation inh – inhibitors of cullin neddylation, primary screen, biochemical, TR-FRET, uHTS, NAE and Ubc12 | NEDD8-conjugating enzyme Ubc12 (Homo sapiens) + NEDD8-activating enzyme E1 regulatory … | calls only at 25 µM | 360,000 compounds, 0.58% hits; in the data active = inhibition above about 36%
eLon inh – inhibitors of E. coli Lon protease, primary screen, biochemical, fluorescence polarization; P0A9M0; 360,000 compounds, 0.42% hits; inhibition, % at 7.94 µM; purified E. coli Lon protease; in the data active = inhibition above about 13%, passing the limit was not always enough;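 note: 0% = enzyme with probe and DMSO and 100% = no enzyme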
PABP1 MLLE inh – inhibitors of PABP1 MLLE–PAM2 peptide binding, primary screen, biochemical, fluorescence polarization, FITC-PAM2, GST-MLLE | 360,000 compounds, 0.36% hits | inhibition, % at 20 µM; in the data active = inhibition above about 35%, passing the limit was not always enough;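 note: plate controls were DMSO wells with GST-MLLE for no effect and wells lacking GST-MLLE protein for full effect; some results filed as inactive read as strong as hits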
bovine MsrA act – bovine MsrA enzyme activators, primary screen, biochemical, absorbance, HTS; 360,000 compounds, 0.3% hits; purified bovine MsrA, absorbance read-out; activation, % at 10.6 µM; in the data active = activation above about 7.5%;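 note: 0% = vehicle and 100% = reference activator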
Rin1 Abl inh – inhibitors of Rin1-Abl protein binding, primary screen, biochemical, TR-FRET | inhibition, % at 7.35 µM | 360,000 compounds, 0.4% hits | AID 588664, 2011; in the data active = inhibition above about 5%, passing the limit was not always enough
Target sequence (P00519 whole entry, looked up): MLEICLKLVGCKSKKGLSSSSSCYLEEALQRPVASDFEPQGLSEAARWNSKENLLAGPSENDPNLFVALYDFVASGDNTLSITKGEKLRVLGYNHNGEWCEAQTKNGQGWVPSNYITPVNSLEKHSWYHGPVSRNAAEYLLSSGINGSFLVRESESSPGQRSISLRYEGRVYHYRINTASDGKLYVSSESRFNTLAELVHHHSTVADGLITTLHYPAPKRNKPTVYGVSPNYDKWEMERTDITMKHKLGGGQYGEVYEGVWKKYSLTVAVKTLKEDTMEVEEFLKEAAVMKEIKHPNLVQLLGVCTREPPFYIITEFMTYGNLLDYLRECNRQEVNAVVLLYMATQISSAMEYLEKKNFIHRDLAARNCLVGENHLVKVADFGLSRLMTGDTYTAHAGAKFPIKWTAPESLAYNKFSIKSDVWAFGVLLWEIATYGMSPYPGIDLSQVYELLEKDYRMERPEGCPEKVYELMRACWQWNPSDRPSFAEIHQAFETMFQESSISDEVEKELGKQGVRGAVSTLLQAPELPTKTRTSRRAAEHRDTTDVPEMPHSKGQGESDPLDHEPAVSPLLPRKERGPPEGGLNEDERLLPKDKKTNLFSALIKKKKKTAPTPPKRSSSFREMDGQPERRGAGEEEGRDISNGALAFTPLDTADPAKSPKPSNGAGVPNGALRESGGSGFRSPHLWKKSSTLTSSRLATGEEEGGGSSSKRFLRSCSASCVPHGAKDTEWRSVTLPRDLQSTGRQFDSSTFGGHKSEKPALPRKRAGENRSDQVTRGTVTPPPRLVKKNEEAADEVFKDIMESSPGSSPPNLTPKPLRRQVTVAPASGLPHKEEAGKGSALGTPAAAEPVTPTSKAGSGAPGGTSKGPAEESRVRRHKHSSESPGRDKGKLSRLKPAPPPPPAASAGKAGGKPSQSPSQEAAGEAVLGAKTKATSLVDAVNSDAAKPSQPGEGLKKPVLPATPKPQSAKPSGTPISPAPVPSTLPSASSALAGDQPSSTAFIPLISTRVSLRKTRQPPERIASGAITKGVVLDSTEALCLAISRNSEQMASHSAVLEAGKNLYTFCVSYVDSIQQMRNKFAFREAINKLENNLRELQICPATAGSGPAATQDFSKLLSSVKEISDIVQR
Target sequence (Q13671 whole entry, looked up): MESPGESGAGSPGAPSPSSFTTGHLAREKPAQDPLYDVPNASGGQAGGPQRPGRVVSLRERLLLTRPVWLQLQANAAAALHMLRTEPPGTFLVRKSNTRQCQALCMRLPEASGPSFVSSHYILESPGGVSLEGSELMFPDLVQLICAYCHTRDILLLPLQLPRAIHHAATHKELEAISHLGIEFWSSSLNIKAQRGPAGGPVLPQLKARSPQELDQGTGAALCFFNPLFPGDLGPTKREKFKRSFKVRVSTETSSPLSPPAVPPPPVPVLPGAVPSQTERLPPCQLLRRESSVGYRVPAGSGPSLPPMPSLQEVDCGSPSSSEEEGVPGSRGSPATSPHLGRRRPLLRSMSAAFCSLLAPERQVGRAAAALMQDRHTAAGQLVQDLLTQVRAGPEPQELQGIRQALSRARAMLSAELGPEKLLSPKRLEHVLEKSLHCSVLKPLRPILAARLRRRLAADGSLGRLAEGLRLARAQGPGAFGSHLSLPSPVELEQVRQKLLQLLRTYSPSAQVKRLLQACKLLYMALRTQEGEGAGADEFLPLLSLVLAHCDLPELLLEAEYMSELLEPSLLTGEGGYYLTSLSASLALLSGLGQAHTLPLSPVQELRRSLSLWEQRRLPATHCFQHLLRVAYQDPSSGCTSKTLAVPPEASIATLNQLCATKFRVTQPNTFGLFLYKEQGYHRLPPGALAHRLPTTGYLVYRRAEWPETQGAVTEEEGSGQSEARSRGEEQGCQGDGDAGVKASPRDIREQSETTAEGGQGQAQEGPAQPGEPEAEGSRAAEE
SKN-1 inh – suppressors of acrylamide-induced Pgst-4::GFP reporter in worms, primary screen, SKN-1 inhibitor project, whole organism, uHTS, GFP/RFP fluorescence ratio, strain VP596; C. elegans VP596 Pgst-4::GFP/RFP ratio, 24 h; inhibition, % at 21.8 µM; 360,000 compounds, 0.49% hits; AID 624304, 2012;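 active = interference check ratio from 0.5 to 1.5 plus GFP to RFP signal ratio inhibition reaching or exceeding a fixed threshold, cut at about 30% in these data, passing the limit was not always enough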; note: some compounds called inactive have numbers as strong as hits
Starred values were filed as active, the others as inactive; i = inactive; . = not tested or not shown; + = active, no number.

nr	Compound	FAS-TE inh	NRP1-CendR mod	MT1-MMP act inh	Neddylation inh	eLon inh	PABP1 MLLE inh	bovine MsrA act	Rin1 Abl inh	SKN-1 inh
1	COc1ccc(-n2nc(C(=O)NCC(=O)N3CCN(c4ccccn4)CC3)c3ccccc3c2=O)c(OC)c1	-5	-3	7	i	-4	1	-3	-3	-2
2	CNC(=O)c1[nH]cnc1C(=O)N[C@@H](C)C(=O)OC(C)(C)C	-11	20	2	i	5	12	-4	-3	-3
3	COc1ccc(N(CN2C(=O)C3CCCCC3C2=O)C(=O)c2ccco2)cc1 (centres undefined)	-6	-5	0	i	8	-10	-5	4	-8
4	O=C(CSc1ccccc1)NCCCc1ccccc1	4	-12	0	i	-1	8	-3	3	4
5	CC(C)CC1NC(=O)c2cccnc2-n2c1nc1cc(F)ccc1c2=O (centres undefined)	-7	-2	4	i	1	3	-3	1	6
6	COc1ccc(Cl)cc1NC(=O)CSc1nnc(-c2ccncc2)n1CC1CCCO1 (centres undefined)	-2	20	1	i	-4	-2	4	-3	4
7	Cc1cc(C)cc(NC(=O)CSc2nnc(C3CC3)n2CC2CCCO2)c1 (centres undefined)	-8	11	1	i	2	15	-2	-3	12
8	CCc1nn(CC(=O)O)c(=O)c2ccccc12	-4	5	-1	i	5	9	-2	-1	4
9	Cc1noc(C)c1C(=O)OC(C)C(=O)N(C)c1ccccc1 (centres undefined)	-3	-1	0	i	-8	-7	-14	3	5
10	CC1(c2nnc(Cc3ccccc3)o2)CC(c2cccnc2)=NO1 (centres undefined)	-12	1	-2	i	-4	0	-2	0	-9
11	Cc1ccccc1-c1ccc2c(c1)O[C@H](CN(C)C(=O)C1CC1)[C@@H](C)CN([C@@H](C)CO)S2(=O)=O	1	-3	-6	i	-1	3	-2	1	-9
12	CC(C)Cc1ccc(C(=O)NCc2ccc3c(c2)OCO3)o1	13	11	3	i	-1	-6	0	0	-2
13	CC1CC(=O)N(CC(=O)Nc2cccc(Cl)c2)c2ccccc2S1(=O)=O (centres undefined)	-2	-1	-3	i	19	-4	-3	-1	16
14	C=CCOC(=O)C(C(=O)Cc1ccccc1)c1ccccc1 (centres undefined)	16	4	1	i	-10	-17	0	1	-1
15	COC(=O)c1cn(C(=O)c2ccc(OC)cc2)c2ccccc12	27	8	-3	i	3	4	-2	-1	20
16	CCn1c(=O)cc(SCC(=O)NCCN2CCN(Cc3ccccc3)CC2)c2ccccc21	-2	-8	2	i	-3	-2	-5	-60	5
17	Cc1ccc(OCC(=O)N/N=C/c2ccc3c(c2)OCO3)cc1C	-1	-2	3	i	-2	0	0	3	-3
18	N#Cc1ccc(OS(=O)(=O)c2ccc(-c3ccon3)s2)cc1	21	2	-2	i	-9	-8	-5	2	6
19	CC(=O)Nc1ccc(S(=O)(=O)N2CC3(C)CC2CC(C)(C)C3)cc1 (centres undefined)	0	-9	2	i	-1	3	1	0	9
20	COC(=O)c1ccc(N2NC(=O)/C(=C/c3ccc(OC)c(OC)c3)C2=O)cc1	-6	-11	-6	i	2	29	-3	0	10
21	O=[N+]([O-])c1cc([N+](=O)[O-])c(Oc2cc(Cl)ccc2Cl)cc1NC1CCCCCCC1	37	1	4	i	-4	8	-2	3	18
22	Cc1ccc(CNC(=O)C2CC(c3ccccc3F)=NO2)cc1 (centres undefined)	-15	7	2	i	-5	2	-2	6	-7
23	O=C(CSc1nnc2ccc(-c3ccccc3)nn12)NCC1CCCO1 (centres undefined)	-4	16	-3	+	-5	5	7	2	5
24	CCC(=O)N1N=C(c2ccc(C)o2)CC1c1ccc(OC)cc1 (centres undefined)	0	-9	-3	i	5	0	-2	-2	-2
25	Cc1cc(C)c(C#N)c(SCC(=O)N(CC(C)C)C2CCS(=O)(=O)C2)n1 (centres undefined)	-4	3	0	i	3	2	5	0	17
26	C=CCOn1c(=O)c(-c2ccccc2)[n+]([O-])c2ccccc21	-2	6	2	i	4	-14	1	1	-6
27	COC(=O)C[C@H]1CC[C@H](NC(=O)Nc2ccccc2)[C@@H](CO)O1	.	-6	-1	i	.	.	.	.	-13
28	CCOc1ccccc1CN1CCC(N2CCC(C(=O)NC3CC3)CC2)CC1	-3	2	4	i	-6	4	0	-1	15
29	COc1ccccc1CNC(=O)CCC(=O)N1Cc2cccc(OC)c2Oc2ncccc21	-8	6	-2	i	-5	-2	-3	-3	-6
30	CNC(=S)N/N=C/c1cc(Br)cc(Br)c1O	28	-4	4	.	-1	23	-2	-2	10
31	Cc1cc(C)nc(Sc2nc(Cl)nc(N(c3ccccc3)c3ccccc3)n2)n1	-8	-17	0	i	-5	38	-1	1	-6
32	CCOC(=O)C1=C2SCCN2C(=O)C(C#N)C1(C)C (centres undefined)	-2	-6	10	i	-5	17	-1	-2	-5
33	CCOC(=O)C1CN(S(C)(=O)=O)c2cc(CC(=O)OC)ccc2O1 (centres undefined)	-2	-9	-3	i	0	-16	-2	1	31
34	O=C(NOCc1ccccc1)c1coc(-c2ccccc2)n1	-3	-14	1	i	6	12	-11	-7	-15
35	O=C(/C=C/c1ccccc1Cl)NCc1cccs1	-1	4	1	i	-5	13	-4	-5	22
36	COc1ccc(CNC(=O)CN2CCN(S(=O)(=O)c3ccccc3)CC2)cc1	0	0	-5	i	-18	-4	-2	-1	2
37	CSc1n[nH]c2nc3c(c(=O)n12)C1(CCCC1)Cc1ccccc1-3	-21	-2	0	.	0	-6	-3	-3	2
38	COC(=O)CN1C(c2cccc(Cl)c2)=Nc2ccc(Cl)cc2C1c1ccccc1 (centres undefined)	34	-4	-42	i	-5	0	-4	0	13
39	O=C(CS(=O)(=O)c1cn(CC(=O)N2CCCC2)c2ccccc12)Nc1ccccc1F	-1	-6	-2	i	-1	-6	-1	0	-5
40	COc1ccc(CC(=O)NNC(=S)Nc2ccc(Br)cc2)cc1	-2	-4	4	i	-3	34	-1	-5	7
41	O=C(Nc1ccc(F)cc1)C1C(c2ccccc2)C1(Cl)Cl (centres undefined)	22	1	1	i	-2	7	0	1	2
42	Cc1cc(=O)oc2c3c(cc(OCC(=O)NCc4ccncc4)c12)OC(C)(C)CC3	-4	-2	-1	.	-1	-11	-3	-1	10
43	CCCCc1ccc(NC(=O)OC)cc1	-1	16	3	i	7	-6	-1	-2	27
44	Cc1ccc(-c2nc3ncccc3o2)cc1NC(=O)c1sc2ccccc2c1Cl	-10	5	8	i	-1	5	-15	1	-12
45	CCc1nnc(N2C(=O)c3ccccc3C2(O)c2ccccc2)s1 (centres undefined)	-3	2	0	i	3	-5	-1	-2	8
46	CCNCCNc1ccc(Cl)cc1[N+](=O)[O-]	-4	-15	8	i	-5	-4	-1	-15	-1
47	Cc1ccc(S(=O)(=O)n2nc(OC(=O)c3c(-c4ccccc4Cl)noc3C)cc2N)cc1	22	-3	-3	i	-13	-12	-7	2	4
48	O=C(Cn1cc(C(F)(F)F)ccc1=O)OCC(=O)c1ccc[nH]1	-8	6	-4	i	1	-15	-8	3	-14
49	CCN(C(=O)c1cccc(Br)c1)C1CCS(=O)(=O)C1 (centres undefined)	-6	8	0	i	-11	-4	-3	0	11
50	CCN(C(=O)COC(=O)/C=C/c1ccc(O)c(OC)c1)C1CCS(=O)(=O)C1 (centres undefined)	-10	-4	1	i	5	5	-2	-2	6

An excerpt from further up:
nr	Compound	FAS-TE inh	NRP1-CendR mod	MT1-MMP act inh	Neddylation inh	eLon inh	PABP1 MLLE inh	bovine MsrA act	Rin1 Abl inh	SKN-1 inh
36	COc1ccc(CNC(=O)CN2CCN(S(=O)(=O)c3ccccc3)CC2)cc1	0	0	-5	i	-18	-4	-2	-1	2
37	CSc1n[nH]c2nc3c(c(=O)n12)C1(CCCC1)Cc1ccccc1-3	-21	-2	0	.	0	-6	-3	-3	2
38	COC(=O)CN1C(c2cccc(Cl)c2)=Nc2ccc(Cl)cc2C1c1ccccc1 (centres undefined)	34	-4	-42	i	-5	0	-4	0	13
39	O=C(CS(=O)(=O)c1cn(CC(=O)N2CCCC2)c2ccccc12)Nc1ccccc1F	-1	-6	-2	i	-1	-6	-1	0	-5
40	COc1ccc(CC(=O)NNC(=S)Nc2ccc(Br)cc2)cc1	-2	-4	4	i	-3	34	-1	-5	7
41	O=C(Nc1ccc(F)cc1)C1C(c2ccccc2)C1(Cl)Cl (centres undefined)	22	1	1	i	-2	7	0	1	2
42	Cc1cc(=O)oc2c3c(cc(OCC(=O)NCc4ccncc4)c12)OC(C)(C)CC3	-4	-2	-1	.	-1	-11	-3	-1	10
43	CCCCc1ccc(NC(=O)OC)cc1	-1	16	3	i	7	-6	-1	-2	27
44	Cc1ccc(-c2nc3ncccc3o2)cc1NC(=O)c1sc2ccccc2c1Cl	-10	5	8	i	-1	5	-15	1	-12
45	CCc1nnc(N2C(=O)c3ccccc3C2(O)c2ccccc2)s1 (centres undefined)	-3	2	0	i	3	-5	-1	-2	8
46	CCNCCNc1ccc(Cl)cc1[N+](=O)[O-]	-4	-15	8	i	-5	-4	-1	-15	-1
47	Cc1ccc(S(=O)(=O)n2nc(OC(=O)c3c(-c4ccccc4Cl)noc3C)cc2N)cc1	22	-3	-3	i	-13	-12	-7	2	4
48	O=C(Cn1cc(C(F)(F)F)ccc1=O)OCC(=O)c1ccc[nH]1	-8	6	-4	i	1	-15	-8	3	-14

Remaining list, next part:
nr	Compound	FAS-TE inh	NRP1-CendR mod	MT1-MMP act inh	Neddylation inh	eLon inh	PABP1 MLLE inh	bovine MsrA act	Rin1 Abl inh	SKN-1 inh
51	CCN(CC)CCOC(=O)C12CC3CC(CC(C3)C1)C2	-12	4	5	i	7	3	-7	7	-16
52	Cc1cccc(OCCn2c(=O)n(C)c3ccccc32)c1	2	-9	0	i	-3	11	0	-2	2
53	O=C(Nc1ccc(C(=O)O)cc1)/C(=C\c1ccc(F)cc1)NC(=O)c1ccco1	-2	-7	23	i	1	-7	-1	1	11
54	CS(=O)(=O)N(CC(=O)NCc1ccc2c(c1)OCO2)c1ccccc1	-3	8	-1	i	-8	-8	-1	4	15
55	COC(=O)c1ccccc1NC(=O)CSc1nnc(-c2ccoc2C)n1C	-4	-2	-2	i	-4	-2	-5	2	-29
56	CCc1cc(C(=O)N2CCCC(N3CCN(c4cccc(C(F)(F)F)c4)CC3)C2)n(C)n1 (centres undefined)	-1	6	-3	i	-2	3	-5	1	7
57	COc1ccc2oc(=N)c(C(=O)Nc3ccc(C)cc3)cc2c1	-2	6	4	i	7	-64	-6	1	1
